# Source: PubChem (Vanderbilt High Throughput Screening Facility)
# GluA2 TARP mod: modulators of GluA2-stargazin AMPA receptor complexes, primary screen, cell-based, membrane potential dye; Voltage-dependent calcium channel gamma-2 subunit (Mus musculus) + Glutamate receptor 2 …; actives 3.5% (n = 40,000); HEK293 GluA2+stargazin, membrane potential dye (FDSS), glutamate EC50; hits were called plate by plate, in both directions; calls only at 30 µM; AID 1259245, 2017;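 active = any of four per-well response measures lying three or more SD from its plate-wide compound average, in either direction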
# Target sequence (O88602 whole entry, looked up): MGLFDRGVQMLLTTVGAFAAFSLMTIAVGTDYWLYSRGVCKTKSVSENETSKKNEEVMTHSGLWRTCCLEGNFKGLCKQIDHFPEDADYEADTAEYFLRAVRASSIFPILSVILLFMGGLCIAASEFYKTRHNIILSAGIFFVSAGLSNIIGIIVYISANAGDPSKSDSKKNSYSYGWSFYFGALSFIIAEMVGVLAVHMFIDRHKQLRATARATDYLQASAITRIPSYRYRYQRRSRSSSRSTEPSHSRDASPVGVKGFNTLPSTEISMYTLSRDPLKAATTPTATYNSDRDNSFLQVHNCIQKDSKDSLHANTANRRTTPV
# Target sequence (P19491 whole entry, looked up): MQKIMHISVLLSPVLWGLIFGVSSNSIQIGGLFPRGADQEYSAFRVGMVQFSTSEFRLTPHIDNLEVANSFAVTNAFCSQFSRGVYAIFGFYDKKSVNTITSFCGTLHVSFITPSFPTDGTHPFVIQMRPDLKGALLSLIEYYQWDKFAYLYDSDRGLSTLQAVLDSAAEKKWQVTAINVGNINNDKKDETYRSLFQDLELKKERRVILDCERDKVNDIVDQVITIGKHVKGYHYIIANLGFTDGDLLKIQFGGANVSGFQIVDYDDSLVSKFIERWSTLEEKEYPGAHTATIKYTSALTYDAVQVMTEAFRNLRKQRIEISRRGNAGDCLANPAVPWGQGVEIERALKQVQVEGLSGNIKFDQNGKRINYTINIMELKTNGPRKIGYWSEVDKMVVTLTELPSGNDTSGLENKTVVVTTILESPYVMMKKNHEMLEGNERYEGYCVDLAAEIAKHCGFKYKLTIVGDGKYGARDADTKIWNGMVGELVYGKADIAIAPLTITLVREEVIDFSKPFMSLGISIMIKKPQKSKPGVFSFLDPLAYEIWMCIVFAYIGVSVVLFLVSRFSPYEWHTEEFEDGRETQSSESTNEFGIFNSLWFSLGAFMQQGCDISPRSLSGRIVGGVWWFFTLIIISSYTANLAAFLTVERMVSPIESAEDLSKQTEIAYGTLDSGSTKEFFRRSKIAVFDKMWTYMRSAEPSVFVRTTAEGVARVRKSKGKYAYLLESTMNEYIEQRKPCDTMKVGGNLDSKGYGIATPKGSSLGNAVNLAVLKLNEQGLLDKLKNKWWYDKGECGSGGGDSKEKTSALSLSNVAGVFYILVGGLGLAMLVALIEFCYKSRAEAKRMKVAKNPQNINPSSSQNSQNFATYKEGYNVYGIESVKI
# GluA2 TARP mod agonism max-min: also measured in GluA2 TARP mod; calls as there; compound max-min signal; compound-alone response (agonism);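 unitless range of fluorescence divided by baseline over first 100 seconds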
# GluA2 TARP mod glutamate slope: second read-out of GluA2 TARP mod, no call of its own (marks repeat the call); glutamate slope, % of max; measured here: glutamate response slope, % max;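 scaled per plate between vehicle wells and maximal 1 mM glutamate control wells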
# Active calls of the source: *; i = inactive; + = active, no number. Some of the compounds tested, so the mix of outcomes need not match the whole.
Molecule	GluA2 TARP mod	GluA2 TARP mod agonism max-min	GluA2 TARP mod glutamate slope
Nc1nc(SCC(=O)Nc2ccccc2Cl)ncc1S(=O)(=O)c1ccc(Cl)s1	i	0.17	52
O=S(=O)(N1CCCCCC1)N1CCN(c2ccccn2)CC1	i	0.075	63
COc1ccc(CNS(=O)(=O)CCNC(=O)c2ccccc2)cc1	i	0.099	57
CC(C)CN1C(=O)C(C)(C)COc2ccc(NC(=O)c3cccs3)cc21	i	0.04	61
COc1ccc(-c2nnc3ccc(OCCNC(=O)c4cc(C)cc(C)c4)nn23)cc1OC	i	0.11	37
COCCNC(=O)Cc1csc(Nc2cccc(Cl)c2)n1	i	0.15	91
CCOC(=O)N1CCN(C(=O)c2cccc(-n3ccc4ccccc43)c2)CC1	i	0.053	65
COC(=O)C1=C(C)NC(=S)NC1c1ccc(O)cc1 (centres undefined)	i	0.062	60
COc1ccc(NC(=O)CN2N=NC3C(=O)N(c4ccc(OC)c(OC)c4)C(=O)C32)cc1OC (centres undefined)	i	0.083	54
CS(=O)(=O)c1ccc(SCC(=O)N2CCOCC2)c([N+](=O)[O-])c1	i	0.044	57
CC(=O)c1ccc(NC(=S)N2CCN(C(c3ccccc3)c3ccccc3)CC2)cc1	i	0.086	17
O=C(CS(=O)(=O)Cc1ccccc1)Nc1nc2c(s1)-c1cccc3cccc-2c13	i	0.095	57
CS(=O)(=O)Nc1cccc(NC(=O)C2CN(C(=O)c3cnccn3)C2)c1	i	0.062	53
COc1ccc(S(=O)(=O)NCCOc2ccc(-c3ccc(F)cc3)nn2)cc1	i	0.085	53
Cc1nn(C(=O)c2ccco2)c(C)c1CN1C(=O)c2ccccc2C1=O	i	0.092	71
CC(C)Oc1cccc(C(=O)Nc2ccc(N3CCN(C)CC3)cc2)c1	i	0.069	27
Cc1ccc(C)c(C(=O)NCC2CCN(C(=O)Nc3ccc(F)cc3)CC2)c1	i	0.042	54
CSc1ncccc1C(=O)N1CCC(CNC(=O)c2cc(-c3ccco3)on2)CC1	i	0.07	43
CCOc1ccc(C(=O)NCC2(O)CCCC2)cc1	i	0.062	46
O=C(Nc1ccccc1F)c1nc(-c2cnccn2)no1	i	0.15	67
COc1ccc(NC(=O)CSC2=NC3(CCCCC3)Nc3ccccc32)c(OC)c1	i	0.11	52
O=C(CCn1cnc2ccccc2c1=O)NCCn1nc(-c2ccco2)ccc1=O	i	0.11	50
CC(C)N(C(=O)Cn1nc(-c2ccco2)c2sc(N3CCCCC3)nc2c1=O)c1ccccc1	i	0.089	52
CCOC(=O)N1CCC(NC(=O)Cc2csc(NC(=O)c3ccc(=O)[nH]c3)n2)CC1	i	0.07	36
O=c1cc(-c2ccc(F)cc2)nc(SCc2nc(-c3ccccc3)no2)[nH]1	i	0.087	53
O=C(NCc1ccc(Cl)cc1)NCC1CCN(S(=O)(=O)C2CC2)CC1	i	0.073	51
COC(=O)CCn1c(=O)c2c(nc3n(-c4ccc(F)cc4)c(C)cn23)n(C)c1=O	i	0.051	32
Cc1nnsc1C(=O)Nc1nn(C)c2c1C(c1ccco1)CC(=O)N2 (centres undefined)	i	0.13	71
CC(C)CNC(=O)CSc1nnc(-c2ccncc2)n1-c1ccccc1	i	0.084	68
Cc1nn(C2CCS(=O)(=O)C2)c2nc(-c3ccco3)cc(C(=O)NCc3ccc4c(c3)OCO4)c12 (centres undefined)	i	0.053	41

# Quoted from the listing:
# GluA2 TARP mod agonism max-min, COc1ccc(CNS(=O)(=O)CCNC(=O)c2ccccc2)cc1 is entered as 0.099
# GluA2 TARP mod glutamate slope, COC(=O)CCn1c(=O)c2c(nc3n(-c4ccc(F)cc4)c(C)cn23)n(C)c1=O is entered as 32
# GluA2 TARP mod agonism max-min, CSc1ncccc1C(=O)N1CCC(CNC(=O)c2cc(-c3ccco3)on2)CC1 is entered as 0.07
# GluA2 TARP mod agonism max-min, CC(C)CNC(=O)CSc1nnc(-c2ccncc2)n1-c1ccccc1 is entered as 0.084
# GluA2 TARP mod glutamate slope, O=S(=O)(N1CCCCCC1)N1CCN(c2ccccn2)CC1 is entered as 63
# GluA2 TARP mod glutamate slope, O=C(Nc1ccccc1F)c1nc(-c2cnccn2)no1 is entered as 67

# 3 entries already listed, arranged by SMILES length, rising:
Molecule	GluA2 TARP mod	GluA2 TARP mod agonism max-min	GluA2 TARP mod glutamate slope
CCOc1ccc(C(=O)NCC2(O)CCCC2)cc1	i	0.062	46
CCOC(=O)N1CCN(C(=O)c2cccc(-n3ccc4ccccc43)c2)CC1	i	0.053	65
Cc1ccc(C)c(C(=O)NCC2CCN(C(=O)Nc3ccc(F)cc3)CC2)c1	i	0.042	54

# (list continues)
Molecule	GluA2 TARP mod	GluA2 TARP mod agonism max-min	GluA2 TARP mod glutamate slope
CCc1ccc(S(=O)(=O)Nc2ccc(N3CCCC3=O)cc2)s1	i	0.047	52
O=C(CN1N=NC2C(=O)N(c3ccc(Br)cc3)C(=O)C21)Nc1ccccc1F (centres undefined)	i	0.11	63
Cc1cc(C)cc(NC(=O)Cc2csc(Nc3ccc(S(C)(=O)=O)cc3)n2)c1	i	0.12	60
CSc1nn(CC(=O)Nc2c(C)cccc2C)c(N)c1S(C)(=O)=O	+	0.087*	55*
O=C(CSC1=Nc2cccnc2Nc2ccccc21)Nc1ccc(OC(F)(F)F)cc1	i	0.048	26
O=C(CCCSc1ccc(NC(=O)C2CC2)nn1)NC1CCCCCC1	i	0.11	62
COc1ccc(NC(C)=O)cc1NC(=O)c1cnc2c(c(C)nn2-c2ccccc2)c1Cl	i	0.097	49
COc1cccc(OCC(O)CN2CCN(Cc3ccccc3)CC2)c1 (centres undefined)	i	0.056	32
O=C(CC1=NS(=O)(=O)c2ccccc2N1)Nc1ccc(Oc2ccccc2)cc1	i	0.11	63
CC(O)(CNC(=O)COc1ccc2ccccc2c1)c1ccccc1 (centres undefined)	i	0.11	66
Cc1ccc(CNC(=O)CN2N=NC3C(=O)N(c4ccc(F)c(Cl)c4)C(=O)C32)cc1 (centres undefined)	i	0.082	48
CSc1ccccc1C(=O)NCC1CCN(C(C)C)CC1	i	0.099	62
COc1ccc(OC)c(-c2nnc3ccc(OCCNC(=O)Nc4ccc(C)cc4)nn23)c1	i	0.12	62
C=CCc1ccccc1OCC(O)CN1CCN(Cc2ccccc2)CC1 (centres undefined)	i	0.059	56
CCN(C(=S)NC(=O)c1ccc(OC)c(Br)c1)c1ccccc1	i	0.057	39
O=C(Nc1cccc(F)c1)N1CCC2(CC1)NC(=O)N(CCOc1ccccc1)C2=O	i	0.1	48
CN1C(=O)CCc2cc(NC(=O)Nc3ccc4c(c3)OCO4)ccc21	i	0.089	57
COc1ccc(NC(=O)C(=O)NCC(C)(O)C2CC2)cc1 (centres undefined)	i	0.1	64
CC1CCN(C(=O)N2CCN(S(=O)(=O)N(C)C)CC2)CC1	i	0.093	75
CCn1nccc1C(=O)Nc1nc2c(Cl)cccc2s1	i	0.1	62
COc1cccc(CNC(=O)c2c(C(F)(F)F)nn(C)c2C)c1	i	0.1	65
O=C(Nc1c2c(nn1-c1ccc(Cl)cc1)CSC2)C(=O)N1CCOCC1	i	0.023	55
O=C(Nc1ccc2c(c1)OCO2)c1ccc(S(=O)(=O)N2CCCCC2)cc1	i	0.082	61
Cc1nnc2ccc(C(=O)O)cn12	i	0.099	49
CC1=C(C)CC2C(=O)N(c3ccc(C)cc3)C(=O)C2C1 (centres undefined)	i	0.083	48
CN(C)C(CNC(=O)c1ccc([N+](=O)[O-])cc1Cl)c1cccs1 (centres undefined)	i	0.078	63
COc1ccccc1CCNC(=O)c1ccc(=O)[nH]n1	i	0.042	47
CSc1cccc(NC(=O)C(=O)NCc2ccc3c(c2)OCO3)c1	i	0.086	55
COc1ccc(F)cc1S(=O)(=O)Nc1ccc(-c2ccc(=O)n(C)n2)cc1	i	0.073	66
Cc1ccccc1CSC1=NCCN1S(=O)(=O)c1ccc(Br)cc1	i	0.071	56

# 3 records picked at random from the list so far:
Molecule	GluA2 TARP mod	GluA2 TARP mod agonism max-min	GluA2 TARP mod glutamate slope
COc1cccc(CNC(=O)c2c(C(F)(F)F)nn(C)c2C)c1	i	0.1	65
O=C(CCCSc1ccc(NC(=O)C2CC2)nn1)NC1CCCCCC1	i	0.11	62
COc1cccc(OCC(O)CN2CCN(Cc3ccccc3)CC2)c1 (centres undefined)	i	0.056	32

# The main list resumes with the two entries that preceded the break.
Molecule	GluA2 TARP mod	GluA2 TARP mod agonism max-min	GluA2 TARP mod glutamate slope
COc1ccc(F)cc1S(=O)(=O)Nc1ccc(-c2ccc(=O)n(C)n2)cc1	i	0.073	66
Cc1ccccc1CSC1=NCCN1S(=O)(=O)c1ccc(Br)cc1	i	0.071	56
CCCN1C(=O)NC2(CCN(C(=O)c3cc(OC)c(OC)c(OC)c3)CC2)C1=O	i	0.061	24
O=S(=O)(NCC1CCN(C2CCCC2)CC1)c1cccc2ccccc12	i	0.14	56
COc1ccc(S(=O)(=O)NCC(c2cccnc2)N2CCN(c3ccc(F)cc3)CC2)cc1 (centres undefined)	i	0.11	54
CN1CCN(Cc2ccc(NC(=O)NCc3cccc4ccccc34)cc2)CC1	i	0.064	44
O=C(Cc1ccc(NC(=O)c2ccccc2F)cc1)NC1CC1	i	0.059	29
CCOc1ccc(/C=C2\SC(=S)N(c3ccccc3Cl)C2=O)cc1OC	i	0.075	58
COC(=O)C1=C(CS(=O)(=O)c2cccs2)NC(=O)NC1c1ccc(OC)c(OC)c1 (centres undefined)	i	0.082	58
COc1cc(OC)cc(C(=O)Nc2nnc(-c3cccs3)o2)c1	i	0.14	56
CCOc1ccc(C2NC(=O)NC(CS(=O)(=O)c3ccc(OC)c(Cl)c3)=C2C(=O)OC)cc1 (centres undefined)	i	0.11	56
CC(=O)N1CCc2ccc(NC(=O)COc3ccc(Cl)cc3)cc21	i	0.15	52
Cc1cccc(NC(=O)c2cc(F)ccc2F)n1	i	0.076	13
COc1ccc(COc2cc3oc(=O)c(C)c(C)c3cc2Cl)cc1	i	0.036	55
Cc1nn2c(-n3ccnc3C)c3c(nc2c1-c1ccccc1)CCC3	i	0.08	70
COc1nn(C)cc1C(=O)N1CCN(c2ccc(-c3ccco3)nn2)CC1	i	0.055	30
O=C(NCCNc1ccc(Nc2ccccn2)nn1)c1cccs1	i	0.23	38
O=C(c1ccc(Cl)c(S(=O)(=O)N2CCOCC2)c1)N1CCc2ccccc21	+	0.11*	30*
CCCC(=O)Nc1ccc(S(=O)(=O)N2CCN(c3ccc4nnc(C)n4n3)CC2)cc1	+	0.23*	42*
COc1ccc(N2CCN(CC(N)=O)CC2)cc1	i	0.069	24
CC1CCN(C(=O)COc2ccc(Br)cc2)CC1	i	0.043	53
Cc1cc(NC(=O)CSc2cc(N3CCN(c4ccccc4F)CC3)ncn2)no1	i	0.092	66
COc1ccccc1-c1c(C)nn2c(N3CCN(CCO)CC3)cc(C)nc12	i	0.16	57
CCn1nnc2c(N3CCN(CC(=O)N4CCCCC4)CC3)ncnc21	i	0.07	47
O=C(Nc1ccc2c(c1)OCCO2)C1(c2ccc(F)cc2)CC1	i	0.098	67
COc1nn(C)cc1-c1nnc(SCC(=O)N2CCCC2)n1C	i	0.098	62
CC(=O)N1CCc2c(sc3nc(SCC(N)=O)n(Cc4ccccc4)c(=O)c23)C1	i	0.072	74
Cc1cc(C)cc(OCC(O)CN2CCN(Cc3ccc4c(c3)OCO4)CC2)c1 (centres undefined)	i	0.1	45
CCSc1nnc(NC(=O)Cc2csc(Nc3cccc(C(F)(F)F)c3)n2)s1	i	0.1	70
CNS(=O)(=O)c1c(C)cc(C)c(N(C)S(C)(=O)=O)c1C	i	0.13	64
COc1cccc(-n2nnc3c(N4CCN(C(=O)c5ccc(C(F)(F)F)cc5)CC4)ncnc32)c1	i	0.05	47
